# Assay outcomes from PubChem.
# SR-BI DiI-HDL act = activators of SR-BI mediated DiI-HDL uptake, primary screen, ldlA[mSR-BI] CHO cells, DiI fluorescence | 3 h; 100 = double the neutral-control signal | activation, % at 12.5 µM | actives 0.096% (n = 320,000) | AID 504775, 2011;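 active means mean replicate activation of at least 60% and every replicate at or above 60%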;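 further: 0% = median plate neutral-control signal and 100% = twice that signal; values of inactives mirror those of a sister screen read the other way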
#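 system = CHO ldlA[mSR-BI] cells, LDL receptor-null, SR-BI overexpressing | medium = Ham's F12 with 0.5% BSA, HEPES 25 mM, pH 7.4 | probe or stimulus = DiI-HDL 10 µg/mL | compound dosing = single-point compound dose | incubation = compound exposure 3 h, 37 °C | technique = DiI fluorescence, bottom read | read-out = cell-associated DiI fluorescence as measure of HDL uptake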
# SR-BI DiI inh = inhibitors of SR-BI mediated HDL lipid uptake, primary screen, ldlA[mSR-BI] cells, fluorescence, single point | Scavenger receptor class B member 1 (Mus musculus), Q61009 | ldlA[mSR-BI] CHO cells, DiI-HDL uptake fluorescence, 3 h | inhibition, % at 12.5 µM | actives 0.96% (n = 320,000) | AID 488896, 2010;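 active means mean replicate inhibition of at least 70% and a set share of replicates each scoring 70 or more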;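 further: 0% = median of neutral control wells and 100% = median of positive control wells; values of inactives mirror those of a sister screen read the other way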
# RTF Ca sens inh = cardiac RTF calcium sensitivity inhibitors, primary screen, biochemical, IANBD-TnC fluorescence, EC70 calcium; actives 0.12% (n = 340,000); Troponin I, cardiac muscle (Homo sapiens) + Troponin T, cardiac muscle (Homo sapiens) + …; IANBD-labeled cardiac RTF, Ca2+ fluorescence; AID 493244, 2011; inhibition, % at 7.15 µM;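 active means inhibition above the mean inhibition of all tested compounds plus 3 SD, cut at about 17% in these data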;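 further: assay run at fixed EC70 calcium of 1.6 mM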
# Keap1 Nrf2 FP = Keap1-Nrf2 protein-protein interaction inhibitors, primary screen, biochemical, fluorescence polarization, single point. Kelch-like ECH-associated protein 1 (Homo sapiens), Q14145. Keap1 Kelch-Nrf2 peptide fluorescence polarization, 1536-well. inhibition, % at 9.4 µM. actives 0.15% (n = 340,000); in the data active means inhibition above about 12%;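 further: human Keap1 Kelch domain with fluorescein labeled Nrf2 9mer peptide probe; 0% = neutral control wells and 100% = peptide positive control; higher means more block of Keap1 binding to Nrf2 peptide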
# PKA-R2B activ = activators of PKA-R2B holoenzyme, primary screen, biochemical, fluorescence polarization, Cy5-IP20, human | cAMP-dependent protein kinase catalytic subunit beta (Homo sapiens) + cAMP-dependent … | PKA-R2B holoenzyme dissociation; R2B truncated from residue 108, S112A mutant; 0% DMSO only, 100% 113 µM cGMP | activation, % at 11.4 µM | actives 0.079% (n = 340,000) | AID 504700, 2011;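 active means activation above a cutoff set at the mean over all compounds plus 3 SD, cut at about 18% in these data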;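 further: higher means more holoenzyme dissociation and a rise in polarization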
# Target sequence (P31323 whole entry, looked up, other chains not shown, the tested form may be a part): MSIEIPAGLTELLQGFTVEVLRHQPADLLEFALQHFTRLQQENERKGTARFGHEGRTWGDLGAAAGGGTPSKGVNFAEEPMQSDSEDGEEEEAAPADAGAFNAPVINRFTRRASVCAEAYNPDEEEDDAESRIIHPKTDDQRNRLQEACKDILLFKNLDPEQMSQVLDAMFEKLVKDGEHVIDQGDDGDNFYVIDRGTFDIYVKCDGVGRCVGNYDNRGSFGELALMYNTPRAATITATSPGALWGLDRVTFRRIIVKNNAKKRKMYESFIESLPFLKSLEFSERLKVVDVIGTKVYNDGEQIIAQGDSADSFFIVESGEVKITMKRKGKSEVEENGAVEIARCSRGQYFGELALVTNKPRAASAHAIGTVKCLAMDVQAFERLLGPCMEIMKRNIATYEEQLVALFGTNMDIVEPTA
# Arr AP2 block = inhibitors of beta-arrestin/AP2 binding, primary screen, biochemical, GPCR trafficking, flow cytometry; FITC-arrestin peptide / GST-AP2 beads; AP2 beta2 appendage carries R879A mutation; inhibition, % at 10 µM; beta-arrestin 1 C-terminal peptide binding to AP2 beta2-adaptin appendage (human); actives 0.31% (n = 340,000);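 active means inhibition above a set limit, near 3 SD of compounds lacking own fluorescence, cut at about 54% in these data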;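 further: plate controls were DMSO wells for no effect and 5 µM unlabelled arrestin peptide for full effect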
#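 System: GST-AP2 R879A glutathione beads. Medium: PBS with 0.05% Tween 20 and 0.1% BSA. Also added: FITC-arrestin peptide, 50 nM. Incubation: 12 min plus 1 h, RT. Measured by: high-throughput flow cytometry of beads, ex 488, em 535 nm. Evaluation: percent drop in bead-associated FITC signal.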
# PvdQ inh = P. aeruginosa PvdQ acylase inhibitors, primary screen, biochemical, fluorescence, plate reader and imaging, single point | actives 0.063% (n = 340,000) | AID 488965, 2010 | inhibition, % at 10 µM | purified PvdQ acylase; in the data active means inhibition above about 30%, passing the limit was not always enough;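 further: 0% = vehicle neutral wells and 100% = reference inhibitor wells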
# NSD2 HMT inh = NSD2 histone methyltransferase inhibitors, primary screen, biochemical, AlphaScreen, single concentration, set 2 | Histone-lysine N-methyltransferase NSD2 (Homo sapiens), O96028 | NSD2 peptide methylation, 120 min | inhibition, % at 12.5 µM | actives 0.54% (n = 310,000); in the data active means inhibition above about 50%
# DAGLB inh = DAGLB lipase inhibitors, primary screen, biochemical, fluorescence, HTS; actives 0.059% (n = 340,000); inhibition, % at 5.17 µM; HEK293T DAGLB membrane lysate, EnzChek fluorogenic substrate; in the data active means inhibition above about 34%;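 further: 0% = enzyme with vehicle and 100% = wells lacking enzyme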
# Target sequence (Q8NCG7 whole entry, looked up): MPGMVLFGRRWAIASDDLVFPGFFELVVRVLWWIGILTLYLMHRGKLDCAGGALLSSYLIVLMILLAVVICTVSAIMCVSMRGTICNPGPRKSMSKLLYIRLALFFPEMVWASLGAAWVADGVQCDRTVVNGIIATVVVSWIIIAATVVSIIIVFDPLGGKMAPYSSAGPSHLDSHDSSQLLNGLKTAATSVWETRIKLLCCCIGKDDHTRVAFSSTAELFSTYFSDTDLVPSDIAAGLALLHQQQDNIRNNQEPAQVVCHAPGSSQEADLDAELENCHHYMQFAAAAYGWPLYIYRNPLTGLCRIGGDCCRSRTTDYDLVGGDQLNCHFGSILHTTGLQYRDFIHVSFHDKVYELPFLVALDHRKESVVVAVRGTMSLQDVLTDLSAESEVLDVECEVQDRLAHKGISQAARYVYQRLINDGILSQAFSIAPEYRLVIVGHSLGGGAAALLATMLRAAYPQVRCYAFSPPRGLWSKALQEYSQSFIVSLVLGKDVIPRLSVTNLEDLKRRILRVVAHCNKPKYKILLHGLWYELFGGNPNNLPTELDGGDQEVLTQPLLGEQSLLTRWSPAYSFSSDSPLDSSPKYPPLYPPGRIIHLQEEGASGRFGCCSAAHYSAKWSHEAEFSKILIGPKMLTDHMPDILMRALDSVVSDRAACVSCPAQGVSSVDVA
# LANA DNA inh = inhibitors of KSHV C-LANA binding to DNA, primary screen, biochemical, fluorescence polarization, FAM-LBS DNA, MBP-C-LANA, single point; Kaposi's sarcoma herpesvirus LANA C-terminal domain (residues 932-1162) DNA binding; inhibition, % at 9 µM; actives 0.078% (n = 340,000);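 active means highest replicate inhibition at or above 60% at 9 µM, even if other replicates fall short; inactive means all replicates below 60% inhibition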;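 further: 0% = neutral control wells and 100% = 4 µM acridine orange control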
# * = called active by the depositor; . = not tested or not shown.
SMILES,SR-BI DiI-HDL act,SR-BI DiI inh,RTF Ca sens inh,Keap1 Nrf2 FP,PKA-R2B activ,Arr AP2 block,PvdQ inh,NSD2 HMT inh,DAGLB inh,LANA DNA inh
COc1ccc(C2C3=C(OC(C)=O)c4ccccc4C3=Nc3c2c(=O)n(C)c(=O)n3C)cc1 (stereo not drawn),16.6,-16.6,-10.3,0.2,-0.6,3.4,-19.4,21.5,1.5,-0.4
O=C(OCC(=O)N1CCN(S(=O)(=O)c2ccc(Cl)cc2)CC1)C1CCC1,20.6,-20.5,-12.4,-4.4,-5.4,-4.6,-9.9,-4.0,1.6,-0.4
Cc1nnc(SCC(=O)N(CC(C)C)C2CCS(=O)(=O)C2)s1 (stereo not drawn),3.0,-3.0,-11.4,-2.3,-0.7,26.4,-1.1,-1.1,-2.3,0.7
O=[N+]([O-])c1ccc(C(O)CN2CCN(Cc3ccccc3)CC2)cc1 (stereo not drawn),7.0,-7.0,-5.5,-6.1,-12.9,3.6,-6.9,1.0,3.1,-1.6
CN(C)c1ccc(C(=O)N2CCCC2)cc1,18.7,-18.7,10.3,-1.9,-9.4,33.5,5.5,3.2,0.2,1.6
O=C1C2C3C=CC(C2C(=O)N1c1nccs1)C1C(=O)N(c2nccs2)C(=O)C31 (stereo not drawn),19.1,-19.1,-1.7,-2.0,-5.8,-0.3,-2.9,-3.2,0.8,0.5
COc1ccc(CC(=O)OCC(=O)c2c[nH]c3ccccc23)cc1,8.4,-8.4,5.2,3.0,-1.9,5.9,5.6,.,-4.9,2.7
CC(C)C(C)NC(=O)COc1ccc(S(=O)(=O)N2CCOCC2)cc1Cl (stereo not drawn),-11.9,11.9,4.0,-3.9,-11.0,-6.2,7.8,.,-0.1,0.8
Nc1cc(N)nc(SCC(=O)N2CCN(C(=O)c3ccco3)CC2)n1,20.9,-20.9,-21.8,-2.1,10.1,10.4,2.2,0.5,-1.1,1.8
CCOC(=O)C1CCN(C(=O)CS(=O)(=O)Cc2nc(-c3ccccc3Cl)oc2C)CC1,-25.0,25.0,-5.2,-6.3,1.6,-5.0,-1.9,.,-2.6,0.4
COc1cc(C2C(C#N)=C(N)Oc3c2ccc2ccccc32)ccc1OCC(=O)Nc1ccccc1C (stereo not drawn),-40.5,40.5,-12.6,-1.1,-3.8,-1.8,-5.9,-1.3,1.8,-0.6
CN(Cc1ccccc1)C(=O)c1ccc(NC(=O)Cc2ccc(NC(=O)C3CCCN(C(=O)C4CCCCC4)C3)cc2)cc1 (stereo not drawn),23.6,-23.6,1.2,-2.2,-12.4,3.3,15.3,.,-4.7,-2.3

# Whole records, looked up by structure. Order of screens: SR-BI DiI-HDL act, SR-BI DiI inh, RTF Ca sens inh, Keap1 Nrf2 FP, PKA-R2B activ, Arr AP2 block, PvdQ inh, NSD2 HMT inh, DAGLB inh, LANA DNA inh
# CN(C)c1ccc(C(=O)N2CCCC2)cc1 in the list: 18.7, -18.7, 10.3, -1.9, -9.4, 33.5, 5.5, 3.2, 0.2, 1.6
# COc1ccc(CC(=O)OCC(=O)c2c[nH]c3ccccc23)cc1 in the list: 8.4, -8.4, 5.2, 3.0, -1.9, 5.9, 5.6, ., -4.9, 2.7

# Next entries:
SMILES,SR-BI DiI-HDL act,SR-BI DiI inh,RTF Ca sens inh,Keap1 Nrf2 FP,PKA-R2B activ,Arr AP2 block,PvdQ inh,NSD2 HMT inh,DAGLB inh,LANA DNA inh
CC(=O)c1ccccc1N(C(=O)c1ccco1)C(C(=O)NC1CCCC1)c1ccc(N2CCOCC2)cc1 (stereo not drawn),17.9,-17.9,-9.6,-0.2,2.4,7.8,-11.2,-1.8,2.2,-2.4
O=C(CC1NCCNC1=O)Nc1ccc2c(c1)OCCO2 (stereo not drawn),3.7,-3.7,-2.6,-0.1,-7.3,1.7,-18.0,-0.5,-2.2,-0.1
O=S(=O)(NCc1cccs1)c1cccc2cccnc12,9.9,-9.9,-4.0,0.6,-3.7,19.2,9.4,-0.4,2.9,0.0
CC(=O)Nc1ccc(N/C=C/C(=O)C(C)(C)C)cc1,-4.3,4.3,-0.5,-4.0,2.4,-5.0,-8.2,0.8,2.7,3.0
Cc1ccc(C)c(NC(=O)C2CC(O)CN2C(=O)OC(C)(C)C)c1 (stereo not drawn),17.9,-17.9,-0.1,-4.7,5.4,-3.6,-16.5,0.9,-0.2,-2.3
COc1ccc(Br)c(OC)c1C(=O)NC(=O)Nc1nc(C)cc(C)n1,-2.2,2.2,-11.4,-0.7,-9.6,0.1,-18.9,.,1.1,0.1
COc1ccc(COC(=O)C2CCN(S(=O)(=O)c3ccc(C)cc3)CC2)cc1,-19.8,19.8,3.1,0.3,-8.6,-3.3,-10.9,-3.9,-2.9,-0.7
Cc1nc2cc(-c3ccccc3)nn2c(C)c1CCC(=O)NCc1ccco1,-9.8,9.8,-4.8,-1.8,-8.3,25.4,-4.8,.,-1.2,0.1
O=C(Nc1cccnc1)c1ccccc1F,-4.8,4.8,-3.8,-4.5,4.6,9.1,-17.5,-2.6,-3.6,-0.9
C[C@@H]1CN([C@H](C)CO)C(=O)Cc2cc(NC(=O)CCC(F)(F)F)ccc2O[C@@H]1CN(C)C(=O)NC1CCCCC1,6.5,-6.5,-9.2,-2.6,-7.9,15.6,-8.5,.,-3.0,2.1
COC(=O)C1CCN(C(=O)Cc2ccc(OC)c(OC)c2)CC1,19.3,-19.3,8.5,-4.6,10.3,3.5,7.5,3.0,-4.7,2.0
O=C(Nc1ccc(Cl)c(Cl)c1)N1CCOCC1,5.0,-5.0,3.0,-0.3,2.0,5.5,-7.4,-1.0,0.9,-1.6
N[C@@H](Cc1ccccc1)C(=O)N1CCC(C(=O)N[C@@H](CCC(=O)O)C(=O)O)CC1,.,.,1.2,-2.1,-2.3,17.0,4.9,0.0,-5.2,-1.8
CN(C)c1nnnn1-c1cccc(Oc2ncc(C(F)(F)F)cc2Cl)c1,-39.9,39.9,-6.1,-1.8,-5.0,-8.9,-12.3,14.1,-1.4,1.3
O=C(CSCc1nc2scc(-c3cccs3)c2c(=O)[nH]1)Nc1ccccn1,1.5,-1.5,-0.1,1.5,0.7,24.6,6.3,6.0,0.1,-0.2
COC(=O)C1=CN(Cc2ccc(OC)c(OC)c2)C=C(C(=O)OC)C1c1ccc(O)cc1,8.9,-8.9,-1.5,1.5,-2.0,-15.9,-17.3,-14.7,0.0,0.0
O=[N+]([O-])c1ccccc1S(=O)(=O)Oc1ccc(/C=N/n2cnnc2)cc1,29.3,-29.3,1.3,6.4,0.1,-9.6,-7.0,-1.4,-0.5,-1.3
CCc1ccc(-n2cccc2/C=C2/C(=N)N3C(=NC2=O)SN=C3S(C)(=O)=O)cc1,-2.3,2.3,7.7,0.4,-4.0,6.6,-6.2,88.8*,13.2,1.4
CCOC(=O)Cn1c(=NC(=O)C(C)C)sc2c(C)cc(C)cc21,.,.,-7.4,-2.4,-3.4,2.7,-8.8,-1.5,-8.0,-1.3
CC(/C=N/N1CCN(c2ccccc2)CC1)=C\c1ccccc1,3.9,-3.9,-5.8,-2.9,-8.9,0.7,-11.6,-1.2,-0.2,1.1
O=C(NCc1ccccn1)c1c(O)c2cccc3c2n(c1=O)CC3,4.6,-4.6,2.2,-3.6,-2.2,38.3,-5.7,.,-0.3,-0.1
O=C(C[n+]1cccc(CNC(=O)c2ccc(OC(F)F)cc2)c1)Nc1cccc(C(F)(F)F)c1,12.2,-12.2,-3.6,0.5,-6.0,-9.6,-14.8,1.2,-0.2,0.2
CCOC(=O)CCc1c(C)nc2c(c(C)nn2-c2ccccc2)c1C,-7.5,7.5,-7.0,1.9,0.6,25.7,-1.0,1.8,-4.0,2.2
Cc1nn(CC(=O)Nc2ccc3c(c2)OCCO3)c(C)c1[N+](=O)[O-],6.6,-6.6,9.9,-2.4,-2.4,-0.5,-3.8,.,2.3,0.7
Cc1nc(N=C(N)N)nc2c(C)cccc12,11.9,-11.9,-2.7,2.4,-1.4,27.0,-8.6,9.5,2.2,-3.9
Cc1ccc(C(=O)NN(CCC(=O)NC(C)(C)C)C2=NS(=O)(=O)c3ccccc32)cc1,-18.3,18.3,-4.4,-3.5,-0.5,3.8,-16.3,-0.9,-1.7,-0.1
CC1=NN(C(N)=S)C(=O)C1N=Nc1ccccc1Cl (stereo not drawn),10.5,-10.5,5.2,3.2,-5.2,34.9,6.2,5.0,4.8,0.4
COc1ccc(N/N=C(\C#N)C(=N)N2CCCCC2)cc1,-19.9,19.9,-7.4,-1.9,0.9,0.2,-16.4,.,3.4,0.4
CC(C)NC(=S)Nc1ccc(S(=O)(=O)Nc2ncccn2)cc1,19.0,-19.0,-7.8,2.1,-0.3,14.7,9.6,-2.2,0.8,-0.5
O=C(/C(C=Nc1cccc(C(F)(F)F)c1)=C(/O)c1ccco1)C(F)(F)F,12.6,-12.6,4.3,-5.1,2.2,4.3,-4.9,-0.4,-2.0,0.2
Oc1ccccc1N1CCN(c2nc(-c3cccs3)nc3ccccc23)CC1,.,.,-11.3,-0.7,-5.5,-2.4,-7.3,-12.1,-2.7,-0.9
COc1cc(C(=O)NC2CCN(C)CC2)ccc1Nc1ncc2c(n1)N(C1CCCCC1)CCC(=O)N2C,15.3,-15.3,4.1,-2.4,-4.6,16.5,8.5,.,-1.4,-8.2
Cc1c(NC(=S)N/C(=N/S(=O)(=O)c2ccccc2)c2ccccc2)c(=O)n(-c2ccccc2)n1C,.,.,-6.2,-3.7,-1.9,-5.7,-7.9,0.9,-2.6,-1.1
O=C(Nc1ccccc1)C(=O)c1cn(CC(=O)N2CCCCC2)c2ccccc12,-6.9,6.9,-0.1,-4.8,-4.9,-3.5,-1.7,-1.3,-5.8,-0.3

# Rows are unselected; about 2.1% have a hit in one of these screens.
